High-throughput results from PubChem BioAssay.
HIV fusion peptide – inhibitors of HIV fusion peptide binding, primary screen, biochemical, uHTS, fluorescence dequenching (AID 1986); cell-free peptide binding, fluorescence dequenching, 30 min; higher % means a stronger effect; inhibition, % at 20 µM; hits with a dose series show IC50 in µM; hit rate 0.3% among 290,000; in the data active means inhibition mostly above about 52%, no sharp cut-off; inactive means mostly below about 76%; further: some results filed as inactive read as strong as hits
AID2073 – inhibitors of Mint1-CaV2.2 protein interaction, biochemical, HTRF (AID 2073) | one-dose inhibition, % at 20 µM; IC50 in µM for titrated hits | hit rate 0.19% among 290,000 | Voltage-dependent N-type calcium channel subunit alpha-1B (Homo sapiens) | HTRF protein-protein interaction, Mint1-CaV2.2; higher % means a stronger effect; in the data active means inhibition mostly above about 51%, no sharp cut-off; inconclusive means no clear call, values can overlap the other calls; inactive means mostly below about 53%; further: some results filed as inactive read as strong as hits
Active calls of the source: *. These rows are one share of the data; the hit share may differ from the screen's.

For Cc1cc(C)c(NC(=O)C2CC3CCC2C3)c(C)c1 (centres undefined) the results were HIV fusion peptide 0.0% and AID2073 7.4%.
`C=CCN(C(=O)c1ccc2c(c1)nnn2C)c1ccccc1` gave HIV fusion peptide 0.7% and AID2073 5.1%.
Screening COc1cccc(CNC(=O)C2CCN(S(=O)(=O)c3ccc4c(c3)OCCO4)CC2)c1 returned HIV fusion peptide 0.5% and AID2073 10.0%.
For COC(=O)c1ccc(CN2CCC(n3nccc3NC(=O)C3CC3)CC2)cc1 the results were HIV fusion peptide -0.4% and AID2073 18.1%.
Screening Cc1ccc(CNC(=O)C2CCCN(c3cnccn3)C2)cc1 (centres undefined) returned HIV fusion peptide 0.7% and AID2073 -2.9%.
`CCCCCn1c(=O)[nH]c2cc(C(=O)N3CCN(c4ccccc4F)CC3)ccc2c1=O` gave HIV fusion peptide -1.3% and AID2073 5.9%.
`COc1cc2ccccc2cc1C(=O)N(CCN(C)C)c1nc2c(F)cc(F)cc2s1` gave HIV fusion peptide -1.8% and AID2073 6.1%.
For O=C(Nc1ccc(-n2cccn2)cc1)C1CCCCN1Cc1cccc2c1OCO2 (centres undefined) the results were HIV fusion peptide -0.3% and AID2073 -5.2%.
`Cc1ccc(OS(=O)(=O)c2ccc(N3C(=O)CCC3=O)cc2)cc1` gave HIV fusion peptide -0.3% and AID2073 14.4%.
Screening O=C(COCc1cc(-c2cccs2)on1)NC1CCCCC1 returned HIV fusion peptide 0.9% and AID2073 -2.4%.

Compounds shown so far containing fluorine, in the order listed:
`CCCCCn1c(=O)[nH]c2cc(C(=O)N3CCN(c4ccccc4F)CC3)ccc2c1=O` gave HIV fusion peptide -1.3% and AID2073 5.9%.
`COc1cc2ccccc2cc1C(=O)N(CCN(C)C)c1nc2c(F)cc(F)cc2s1` gave HIV fusion peptide -1.8% and AID2073 6.1%.

Other records follow.
Cc1c(CN2CCC(n3nccc3NC(=O)c3cccc(F)c3)CC2)cnn1C was read as HIV fusion peptide 1.2% and AID2073 -1.9%.
Screening COc1ccc(CNC(=O)CN(C(=O)CCC(=O)Nc2nccs2)c2cccc(C)c2)cc1 returned HIV fusion peptide 0.8% and AID2073 5.9%.
Screening COc1ccc(C(=O)CC(=O)C(=O)Nc2ccccc2)cc1 returned HIV fusion peptide 0.9% and AID2073 -0.9%.
Screening Cc1cccc(NC(=O)CSCC(=O)Nc2nnc(C3CC3)s2)c1 returned HIV fusion peptide 0.4% and AID2073 0.8%.
`CCC(=O)Nc1nnc(S(=O)(=O)N(CC)c2ccc(Cl)cc2)s1` gave HIV fusion peptide 1.2% and AID2073 10.6%.
Screening CN(C)CCCN(C(=O)c1ccc(S(=O)(=O)N2CCCCCC2)cc1)c1nc2c(F)cccc2s1 returned HIV fusion peptide -0.6% and AID2073 0.9%.
For CCOCCc1nn2c(=O)cc(CSCC(=O)Nc3cc(C)cc(C)c3)nc2s1 the results were HIV fusion peptide -0.3% and AID2073 3.7%.
Screening NC(=O)Cn1cnc2c(nnn2-c2ccc(F)cc2)c1=O returned HIV fusion peptide -1.1% and AID2073 3.9%.
Screening O=C(Nc1ccnn1C1CCN(C(=O)c2c(F)cccc2F)CC1)C1CC1 returned HIV fusion peptide 0.0% and AID2073 -1.0%.
Cn1c(SCC(=O)NNC(=O)c2ccccc2O)nnc1-c1ccccc1 was read as HIV fusion peptide 12.7% and AID2073 8.6%.
`CCC1(c2ccccc2)NC(=O)N(CC(=O)NCc2ccc(C)cc2)C1=O` (centres undefined) gave HIV fusion peptide 1.4% and AID2073 6.5%.
COc1cc(NC(=O)c2cccs2)c(OC)cc1NC(=O)Nc1ccc(F)cc1 was read as HIV fusion peptide 0.1% and AID2073 1.1%.
Screening C[C@H](NC(=O)c1cc2cc(Cl)ccc2n1C)C(=O)N1CCC(C(=O)O)CC1 returned HIV fusion peptide -1.1% and AID2073 15.8%.
`COCCOc1ccc(C(F)(F)F)cc1NC(=O)COC(=O)c1cc([N+](=O)[O-])ccc1N1CCOCC1` gave HIV fusion peptide 1.6% and AID2073 9.8%.
For COc1cccc(CNC(=O)CNS(=O)(=O)c2ccc(Br)s2)c1 the results were HIV fusion peptide 0.7% and AID2073 7.8%.
For CC1CN(C(=O)CCC(=O)N2CCCCC2)c2cc(Cl)ccc2O1 (centres undefined) the results were HIV fusion peptide 2.6% and AID2073 8.3%.
For COc1ccccc1CCNC(=O)C1CCC(=O)N(C2CCCCCC2)C1 (centres undefined) the results were HIV fusion peptide 0.1% and AID2073 12.4%.
Screening COc1ccc(-c2cc(C(=O)Nc3cc(C)ccc3O)no2)cc1 returned HIV fusion peptide 2.0% and AID2073 21.7%.
O=C(/C=C(\O)c1ccccc1)C(=O)NNC(=O)c1ccccc1[N+](=O)[O-] was read as HIV fusion peptide 14.6% and AID2073 -3.2%.
Screening COc1ccc(S(=O)(=O)Nc2c(C)n(C)n(-c3ccccc3)c2=O)cc1C(=O)O returned HIV fusion peptide -0.1% and AID2073 5.9%.

Fetched one by one from the entries so far:
Screening COc1ccc(S(=O)(=O)Nc2c(C)n(C)n(-c3ccccc3)c2=O)cc1C(=O)O returned HIV fusion peptide -0.1% and AID2073 5.9%.
For COc1ccccc1CCNC(=O)C1CCC(=O)N(C2CCCCCC2)C1 (centres undefined) the results were HIV fusion peptide 0.1% and AID2073 12.4%.
Screening COc1ccc(-c2cc(C(=O)Nc3cc(C)ccc3O)no2)cc1 returned HIV fusion peptide 2.0% and AID2073 21.7%.
`COCCOc1ccc(C(F)(F)F)cc1NC(=O)COC(=O)c1cc([N+](=O)[O-])ccc1N1CCOCC1` gave HIV fusion peptide 1.6% and AID2073 9.8%.

(cont.)
For COc1ccc(C(=O)N2CCCC(CNC(=O)c3ccccc3Cl)C2)o1 (centres undefined) the results were HIV fusion peptide 1.7% and AID2073 5.4%.
`OCC[C@@H]1C[C@@H](O)[C@H](O)[C@]2(CCc3ccccc3O2)O1` gave HIV fusion peptide 3.3% and AID2073 10.7%.
COc1ccccc1CNC(=O)c1ccc(CS(=O)(=O)c2ccccc2)o1 was read as HIV fusion peptide -1.0% and AID2073 0.2%.
O=C(NCCOc1ccccc1F)c1cc([N+](=O)[O-])ccc1N1CCOCC1 was read as HIV fusion peptide -2.2% and AID2073 -8.8%.
For CC1CCCC(NC(=O)CN2C(=O)COc3ccccc32)C1C (centres undefined) the results were HIV fusion peptide -0.9% and AID2073 3.6%.
CCOc1ccccc1N(CC(=O)NCCSCc1ccco1)S(=O)(=O)c1ccccc1 was read as HIV fusion peptide 1.9% and AID2073 5.4%.
Screening O=C(CCC1CCCCC1)NCc1cccnc1 returned HIV fusion peptide -1.1% and AID2073 11.3%.
O=C(Nc1ccc(F)cc1)c1cc(S(=O)(=O)N2CCCCC2)ccc1F was read as HIV fusion peptide 1.6% and AID2073 16.9%.
Screening CC(C)NS(=O)(=O)c1ccc(NC(=O)Cc2ccsc2)cc1 returned HIV fusion peptide 0.7% and AID2073 -3.3%.
Screening COc1ccc(N2CCN(c3ccc(NC(=O)/C=C\C(=O)O)cc3)CC2)cc1 returned HIV fusion peptide -0.6% and AID2073 -2.3%.
CCCCC(CC)C(=O)Nc1cc(C(=O)NCc2ccc(C)cc2)ccc1N1CCC2(CC1)CC(c1ccccc1)=NO2 (centres undefined) was read as HIV fusion peptide -0.3% and AID2073 11.4%.
`Nc1n[nH]c(N)c1N=Nc1ccccc1F` gave HIV fusion peptide -0.3% and AID2073 20.4%.
COc1ccc(-c2cc(C(=O)N3CCN(S(=O)(=O)c4ccc(C)cc4)CC3)[nH]n2)cc1 was read as HIV fusion peptide -0.7% and AID2073 8.7%.
`CSc1ncccc1C(=O)N(C)CC(=O)Nc1cccc(F)c1` gave HIV fusion peptide 0.3% and AID2073 12.9%.
`O=C(Nc1ccc(-n2cc(Cl)cn2)cc1)c1ccncc1` gave HIV fusion peptide 2.3% and AID2073 3.0%.
Cn1c(C(=O)NN)cc2cc(Oc3ccccc3)ccc21 was read as HIV fusion peptide -2.0% and AID2073 20.3%.
For COc1ccccc1CNC(=O)C(C)n1cccc1C(=O)c1ccccc1 (centres undefined) the results were HIV fusion peptide 1.1% and AID2073 4.5%.
COc1ccc(C)cc1N(CC(=O)N1CCCCCC1)S(=O)(=O)c1ccccc1 was read as HIV fusion peptide 2.4% and AID2073 1.6%.
Cc1cc(C)cc(Oc2coc3c(CN(C)C)c(O)ccc3c2=O)c1 was read as HIV fusion peptide -2.6% and AID2073 inconclusive.
`CCOC(=O)/C(C(=Nc1ccccc1)Nc1ccccc1)=C(\C)O` gave HIV fusion peptide -0.7% and AID2073 0.7%.
`O=C(NCC(=O)N(c1cccnc1)C(C(=O)NC1CCCCC1)c1ccccc1F)c1ccco1` (centres undefined) gave HIV fusion peptide -2.4% and AID2073 8.3%.
`O=C(Nc1cccc(NC(=O)c2ccccc2F)c1)c1ccccc1` gave HIV fusion peptide -1.7% and AID2073 -4.3%.
`Cc1ccc(C(=O)NCc2ccc3c(c2)OCO3)c(C)c1` gave HIV fusion peptide 0.4% and AID2073 10.6%.
Cc1ccc(NC(=O)c2cccc(S(=O)(=O)N3CCN(c4ccc(F)cc4)CC3)c2)nc1 was read as HIV fusion peptide -1.5% and AID2073 9.0%.
For COc1ccc(/C=C/c2noc(-c3ccccc3OC(C)=O)n2)cc1 the results were HIV fusion peptide 0.8% and AID2073 1.6%.
`COC(=O)[C@@H](NC(=O)N1CCC(Cc2ccccc2)CC1)C(C)C` gave HIV fusion peptide -0.2% and AID2073 14.9%.
For Cc1cc(C)cc(C(=O)NC(CC(N)=O)c2ccc(NC3CCCCCCCCCCC3)c([N+](=O)[O-])c2)c1 (centres undefined) the results were HIV fusion peptide -1.6% and AID2073 16.1%.
`Cn1c(=O)n(C)c2cc(NC(=O)CSc3nc4ccccc4c(=O)[nH]3)ccc21` gave HIV fusion peptide 2.5% and AID2073 4.0%.
For COc1ccc(CNC(=O)CN(Cc2ccc(C)cc2)C(=O)c2csnn2)cc1 the results were HIV fusion peptide -0.5% and AID2073 2.2%.
CCOc1ccc(NS(=O)(=O)c2ccc(-c3coc(C)n3)cc2)cc1 was read as HIV fusion peptide -1.5% and AID2073 -18.7%.
Screening COc1ccc(CNC(=O)CCCC2=NS(=O)(=O)c3ccccc3N2)cc1 returned HIV fusion peptide 0.3% and AID2073 10.3%.
For O=C(NCc1ccccc1)c1ccc2c(c1)C(=O)N(Cc1cccnc1)C2=O the results were HIV fusion peptide -0.7% and AID2073 2.1%.
For COc1ccccc1N1CCN(C(=O)CNC(=O)Cn2cnc3sc(C)c(C)c3c2=O)CC1 the results were HIV fusion peptide -2.2% and AID2073 8.5%.
`Cc1ccc2cc(CN(CCc3ccccc3)C(=S)NCCCN(C)C)c(=O)[nH]c2c1` gave HIV fusion peptide 2.0% and AID2073 -8.9%.
For COc1ccc(NC(=O)c2cc(S(=O)(=O)N3CCc4ccccc43)cn2C)c(OC)c1 the results were HIV fusion peptide -0.2% and AID2073 5.7%.
Screening COc1ccc(C(=O)Nc2ccccc2C(=O)Nc2cccnc2)cc1 returned HIV fusion peptide -0.4% and AID2073 -3.1%.
For Cc1ccnc(SC2CC(=O)N(c3ccc([N+](=O)[O-])cc3)C2=O)n1 (centres undefined) the results were HIV fusion peptide -1.1% and AID2073 -2.5%.
`COc1ccc(C(=O)NCCC2=CCCCC2)cc1OC1CCN(C(C)C)CC1` gave HIV fusion peptide -1.5% and AID2073 7.9%.
COc1cc(OC)c(C(=O)N2CCN(c3ccccn3)CC2)cc1OC was read as HIV fusion peptide -1.3% and AID2073 8.0%.
For COc1cc2c(cc1OC)CN(C(=O)CCNS(=O)(=O)c1ccccc1F)CC2 the results were HIV fusion peptide 3.3% and AID2073 8.7%.
Cc1ccc(NS(=O)(=O)c2cc(C(=O)Nc3cccnc3)ccc2C)cc1 was read as HIV fusion peptide 1.9% and AID2073 -1.3%.
`CC(CN1CCOCC1)OC(=O)c1ccc(C(C)(C)C)cc1` (centres undefined) gave HIV fusion peptide -1.2% and AID2073 6.1%.
CC1CCCC(NC(=O)CCS(=O)(=O)c2cc3c(cc2Cl)NC(=O)CO3)C1C (centres undefined) was read as HIV fusion peptide 0.5% and AID2073 10.1%.
`COc1ccc(CNC(=O)CN2C(=O)COc3ccc(S(=O)(=O)N4CCC(C)CC4)cc32)cc1` gave HIV fusion peptide -0.5% and AID2073 4.4%.
Screening CC1(C)Cc2c(cnn2-c2ccccc2)C(NC(=O)CCCN2CCCCC2=O)C1 (centres undefined) returned HIV fusion peptide 1.7% and AID2073 1.0%.
Screening Nc1cc(Oc2ccc(Cl)cc2Cl)nc(N)n1 returned HIV fusion peptide 0.3% and AID2073 4.2%.
For CCN1CCN(c2nc3c(C)cccn3c(=O)c2/C=C(\C#N)C(=O)NC)CC1 the results were HIV fusion peptide 0.7% and AID2073 10.3%.
For Cc1ccc(S(=O)(=O)N2CCCC(C(=O)NCC3CCCO3)C2)cc1 (centres undefined) the results were HIV fusion peptide -0.9% and AID2073 -5.3%.
For CCOc1ccc(S(=O)(=O)N2CCN(Cc3ccc4c(c3)OCO4)CC2)cc1C the results were HIV fusion peptide 0.4% and AID2073 -5.3%.
Screening COC1CCN(Cc2c(C(=O)N3CCN(C4CCCCC4)CC3)nc3ccccn23)CC1 returned HIV fusion peptide 5.4% and AID2073 12.6%.
Screening COc1cccc(/C=N/NC(=O)CC(C)O)c1OC/C=C/c1ccccc1 (centres undefined) returned HIV fusion peptide -1.7% and AID2073 3.7%.
Screening COc1ccccc1CNC(=O)CN1C(=O)NC(C)(c2ccc(C(C)(C)C)cc2)C1=O (centres undefined) returned HIV fusion peptide 1.3% and AID2073 -0.4%.
`COc1ccccc1CC(=O)Nc1ccc2[nH]ncc2c1` gave HIV fusion peptide 1.9% and AID2073 -3.7%.
For CCOc1cc(C2Nc3ccccc3NC3=C2C(=O)CC(C)(C)C3)ccc1O (centres undefined) the results were HIV fusion peptide 23.2% and AID2073 -12.9%.
